PvdQ inh = P. aeruginosa PvdQ acylase inhibition; 340,000 compounds, 0.063% hits; purified PvdQ acylase, fluorescence plate reader; inhibition, % at 10 µM; in the data active = inhibition above about 30%, passing the limit was not always enough; inconclusive = no clear call, values can overlap the other calls;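 note: 0% = vehicle neutral wells and 100% = reference inhibitor wells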
Rtt109 HAT inh = C. albicans Rtt109 histone acetyltransferase inhibition | inhibition, % at 34.9 µM | AID 540336 | 330,000 compounds, 0.16% hits | Q5AAJ8 | purified Rtt109/Vps75, ThioGlo CoA-SH fluorescence, 4 h;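 active = inhibition of at least 50% in every replicate; inconclusive = best replicate reaches 50% inhibition but some replicates fall short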
Target sequence (Q5AAJ8 whole entry, looked up): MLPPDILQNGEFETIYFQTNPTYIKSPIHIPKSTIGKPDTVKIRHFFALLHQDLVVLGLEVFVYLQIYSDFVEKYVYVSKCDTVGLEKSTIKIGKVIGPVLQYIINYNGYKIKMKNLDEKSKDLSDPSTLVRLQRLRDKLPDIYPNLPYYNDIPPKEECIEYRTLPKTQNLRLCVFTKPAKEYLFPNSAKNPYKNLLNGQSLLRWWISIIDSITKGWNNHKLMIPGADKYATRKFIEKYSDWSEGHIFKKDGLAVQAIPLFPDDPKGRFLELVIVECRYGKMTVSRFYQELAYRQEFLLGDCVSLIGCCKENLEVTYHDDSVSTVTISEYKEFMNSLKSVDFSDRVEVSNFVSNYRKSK
PfHsp90 yeast 2 = growth inhibition of yeast expressing Plasmodium Hsp90; S. cerevisiae expressing PfHsp90, BacTiter-Glo ATP, 48 h; yeast lacking PDR1 and PDR3 efflux regulators; inhibition, % at 9.4 µM; 310,000 compounds, 0.32% hits; AID 504621;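 active = every replicate shows inhibition above about 80%, whatever the replicate mean, limit read from the data; inconclusive = mean inhibition reaches the set limit but some replicate falls short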;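 note: 0% = DMSO neutral controls and 100% = 20 µM radicicol positive controls; yeast relying on Plasmodium falciparum Hsp90 in place of its own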
CDK5 inh = inhibitors of human CDK5/p35 kinase; inhibition, % at 10 µM; AID 488839; Recombinant CDK5/p35, ADP-Glo luminescence, 60 min; 330,000 compounds, 0.01% hits; Q00535+Q15078;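 active = highest replicate inhibition of at least 50% and at least 75% of replicates reaching 50%; inconclusive = only one of the two criteria met; inactive = both criteria failed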;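 note: plate controls were DMSO neutral control for no effect and GW8510 at 10 µM for full effect; many of its hits are not listed in these tables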
Target sequence (Q00535 whole entry, looked up): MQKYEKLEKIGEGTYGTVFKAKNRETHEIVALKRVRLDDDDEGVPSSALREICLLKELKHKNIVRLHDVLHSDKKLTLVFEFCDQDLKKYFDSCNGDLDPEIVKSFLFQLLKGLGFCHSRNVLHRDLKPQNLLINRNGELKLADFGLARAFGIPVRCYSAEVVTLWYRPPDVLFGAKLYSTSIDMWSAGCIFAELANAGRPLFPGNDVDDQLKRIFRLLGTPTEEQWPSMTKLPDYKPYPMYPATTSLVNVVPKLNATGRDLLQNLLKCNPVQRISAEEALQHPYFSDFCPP
Target sequence (Q15078 whole entry, looked up): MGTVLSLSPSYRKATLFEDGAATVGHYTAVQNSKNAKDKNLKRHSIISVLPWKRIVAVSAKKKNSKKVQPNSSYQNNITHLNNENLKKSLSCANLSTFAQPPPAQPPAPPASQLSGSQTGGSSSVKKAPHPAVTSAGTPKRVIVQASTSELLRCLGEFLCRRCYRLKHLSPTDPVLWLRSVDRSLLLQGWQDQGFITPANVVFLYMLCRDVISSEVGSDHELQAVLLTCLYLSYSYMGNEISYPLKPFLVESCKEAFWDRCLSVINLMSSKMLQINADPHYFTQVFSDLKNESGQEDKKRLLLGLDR
RTF Ca sens act = cardiac RTF calcium sensitization. IANBD-labeled TnC RTF fluorescence at EC20 calcium; 0% EC20 calcium, 100% full calcium. activation, % at 7.2 µM. 340,000 compounds, 0.24% hits. P19429+P45379;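 active = activation above the mean over all tested compounds plus 3 SD, cut at about 30% in these data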;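 note: rise in fluorescence read as greater calcium sensitivity of cardiac thin filaments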
dFosB activator = mouse delta FosB homodimer activation; 340,000 compounds, 0.99% hits; activation, % at 25 µM; P13346; purified delta FosB, TAMRA-CDK5 oligo fluorescence polarization; percent of positive-control signal above neutral wells; AID 493131;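 active = mean activation above about 17%, with every replicate also reaching it, limit read from the data, passing the limit was not always enough; inconclusive = only one of the two conditions met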;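 note: fluorescence polarization rise as delta FosB binds a TAMRA Cdk5 AP-1 oligo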
NSD2 HMT inh = inhibitors of human histone methyltransferase NSD2 | NSD2 peptide methylation, AlphaScreen, 120 min | inhibition, % at 12.5 µM | 310,000 compounds, 0.54% hits | AID 743445; in the data active = inhibition above about 50%
SUMO Mot1 rescue = SUMOylation pathway inhibition by Mot1-301 growth rescue. growth rescue, % at 18.8 µM. S. cerevisiae Mot1-301 growth rescue, ATP luminescence, 38.5C; percent above DMSO median, 100 means doubled. 320,000 compounds, 1% hits;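 active = every valid replicate shows activation above 250% relative to neutral control wells; inactive = the rest, any valid replicate at or below 250%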;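 note: OY570 slx delta 5 strain wells were the positive control but not used for scaling; some compounds called inactive have numbers as strong as hits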
Cardiac RTF inh = cardiac RTF calcium desensitization; P19429+P45379; IANBD-labeled cardiac RTF, Ca2+ fluorescence; inhibition, % at 7.15 µM; 340,000 compounds, 0.12% hits; AID 493244;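 active = inhibition above the mean inhibition of all tested compounds plus 3 SD, cut at about 17% in these data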;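 note: assay run at fixed EC70 calcium of 1.6 mM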
Keap1 Nrf2 FP = disrupts human Keap1 binding to Nrf2 peptide; Q14145; inhibition, % at 9.4 µM; Keap1 Kelch-Nrf2 peptide fluorescence polarization, 1536-well; 340,000 compounds, 0.15% hits; in the data active = inhibition above about 12%; inconclusive = no clear call, values can overlap the other calls; inactive = below about 7.3%;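 note: human Keap1 Kelch domain with fluorescein labeled Nrf2 9mer peptide probe; 0% = neutral control wells and 100% = peptide positive control; higher means more block of Keap1 binding to Nrf2 peptide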
LANA DNA inh = inhibitors of KSHV LANA C-terminal domain DNA binding | inhibition, % at 9 µM | 340,000 compounds, 0.078% hits | MBP-C-LANA/FAM-LBS DNA binding, fluorescence polarization;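 active = highest replicate inhibition at or above 60% at 9 µM, even if other replicates fall short; inactive = all replicates below 60% inhibition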;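 note: 0% = neutral control wells and 100% = 4 µM acridine orange control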
Starred values were filed as active, the others as inactive; ? = inconclusive; · = no result given. Compounds were not picked by outcome. About 3.2% of those tested had a hit in this group.

SMILES | PvdQ inh | Rtt109 HAT inh | PfHsp90 yeast 2 | CDK5 inh | RTF Ca sens act | dFosB activator | NSD2 HMT inh | SUMO Mot1 rescue | Cardiac RTF inh | Keap1 Nrf2 FP | LANA DNA inh
Cc1ccc([N+](=O)[O-])cc1NC(=O)c1ccc(C(C)(C)C)cc1 | -7 | -7 | 20 | -3.0 | 8 | -7 | 0 | 1 | -6 | -6 | 1.7
COc1ccc(/C=C/c2nnc(NC(=O)CC(C)C)s2)cc1 | -6 | 0 | -11 | 3.5 | 0 | 1 | -3 | 5 | -1 | 2 | -0.9
O=C(O)c1cccnc1Br | 3 | · | -17 | -0.1 | 7 | 0 | 1 | -4 | -11 | 1 | -0.4
Clc1cc(Cl)c(Cl)c(Cl)c1Cl | 1 | -6 | -16 | -0.2 | -2 | 6 | · | -3 | 0 | ? | -0.8
O=C(O)CC(C(=O)O)C(c1ccccc1)c1ccccc1 (stereo not given) | -9 | -1 | · | -2.7 | 3 | 0 | 0 | · | -4 | 7 | 0.0
CCc1cccc(C)c1NC(=O)CSc1nc2ccccc2n1CC(=O)N(C)C | -14 | · | 6 | -0.1 | 8 | -3 | 0 | 16 | -2 | -6 | -0.2
CC(C)N1CCN(Cc2ccc(-c3ccccc3Cl)o2)CC1CCO (stereo not given) | -14 | -1 | 4 | -0.8 | -3 | 1 | 3 | 37 | -11 | 8 | -1.5
O=C(CN1CCN(S(=O)(=O)c2ccccc2)CC1)NC(=O)NCc1ccccc1 | -19 | -5 | 6 | -1.8 | -3 | 3 | -1 | -23 | -2 | -1 | -1.6
Cc1c(C(=O)OCC(O)=C(C#N)c2nc3ccccc3[nH]2)oc2ccc(Br)cc12 | 4 | -6 | 0 | 3.3 | 2 | -1 | -1 | · | -7 | 2 | -1.2
CC1CCCC(C)N1C(=O)CN1c2cccc3cccc(c23)S1(=O)=O (stereo not given) | -7 | 1 | 37 | -7.4 | -6 | -11 | -6 | 11 | -3 | -3 | -2.8
O=C1C(=O)N(c2ccccc2)c2ccccc21 | 0 | 2 | 7 | 0.4 | 0 | -12 | 1 | 15 | -3 | 1 | 1.2
CC1CCN(C(=O)CNC(=O)c2ccc(Cl)cc2Cl)CC1 | 1 | 12 | -13 | 0.5 | -2 | 1 | 0 | 211 | -21 | 7 | -0.6
CCN(C(=O)C1=COCCO1)c1nc2c(C)cccc2s1 | 3 | -9 | -17 | -0.4 | -9 | -4 | -2 | -9 | 2 | -1 | 0.1
COC(=O)N/N=C/c1cc([N+](=O)[O-])cc(Br)c1O | 7 | 5 | -43 | · | -3 | -1 | -6 | -3 | -4 | -5 | 0.9
Cn1c(=NC(=O)CS(=O)(=O)c2ccccc2)sc2ccccc21 | -6 | -3 | -15 | -0.8 | -5 | -16 | 0 | · | -4 | 2 | -1.5
CC1CCCC(C)N1C(=O)c1cccc2c1-c1ccccc1/C2=N/O (stereo not given) | -9 | 2 | -3 | 0.1 | -1 | -11 | 5 | -5 | -11 | -1 | 0.8
Cn1nc(C(F)(F)F)c(CO)c1Sc1ccc(F)cc1 | 6 | 12 | -21 | 1.3 | -1 | 1 | -2 | -12 | 6 | 0 | 1.3
Cc1cc(C)cc(NC(=O)N2CCN(S(C)(=O)=O)CC2)c1 | -11 | 4 | 4 | -1.2 | -6 | 0 | -8 | 200 | -15 | 0 | -1.0
Cc1ccc(SCc2ccc(C(=O)Nc3ccccc3C(=O)NC(C)C)cc2)cc1 | 3 | 5 | -8 | -1.5 | -5 | -2 | 2 | 177 | -21 | -2 | -1.4
Cc1ccc(CNc2ncnc3cc(Cl)ccc23)cc1 | -9 | 5 | 22 | -0.3 | 2 | -17 | 2 | -29 | -8 | 1 | 2.2
CCCc1nc2oc3c(=O)[nH]cnc3c2c2c1COC(C)(C)C2 | 2 | · | 5 | -0.4 | 1 | -12 | -1 | -1 | 7 | -2 | -1.7
O=C(NC1CC1)C(=O)c1c(-c2ccccc2)[nH]c2ccccc12 | 8 | 1 | 10 | 1.2 | 1 | -2 | · | 4 | -1 | 1 | 0.2
O=C(NCCn1ccc2ccccc21)c1ccc(S(=O)(=O)N2CCCCC2)cc1 | -19 | 8 | 8 | -0.3 | -1 | 4 | · | -4 | -1 | 2 | 1.3
Cc1c(C(=O)NCc2ccc3c(c2)OCO3)cccc1[N+](=O)[O-] | -13 | 1 | -20 | -2.8 | 3 | 6 | -1 | -3 | -15 | -8 | -1.8
CCCCN(CCCC)CCNC(=O)c1cn(C)c2ccc(S(=O)(=O)N3CCCC3)cc2c1=O | 9 | 4 | -3 | -0.9 | -2 | -7 | 7 | -5 | -7 | -1 | -0.5

(next part)
SMILES | PvdQ inh | Rtt109 HAT inh | PfHsp90 yeast 2 | CDK5 inh | RTF Ca sens act | dFosB activator | NSD2 HMT inh | SUMO Mot1 rescue | Cardiac RTF inh | Keap1 Nrf2 FP | LANA DNA inh
CCOC(=O)C1=CN(Cc2cccc(I)c2)S(=O)(=O)N(C)C1C (stereo not given) | -11 | 3 | -5 | -4.8 | 4 | 1 | · | · | -2 | -3 | 2.9
Cc1ccc(C)c(CN2C(=O)COc3ccccc32)c1 | -2 | 5 | -10 | 0.2 | -6 | 1 | -1 | 1 | 8 | -1 | 2.8
O=C(NCc1ccccc1C(F)(F)F)C1CCC(=O)N(C2CC2)C1 (stereo not given) | -10 | -5 | -12 | -1.1 | -5 | 2 | 1 | 2 | -4 | -7 | -1.5
CC(NC(=O)CCc1nnc(CCCc2ccccc2)o1)c1ccccc1 (stereo not given) | -2 | · | 14 | -2.9 | -8 | 1 | -2 | -4 | 2 | 3 | -0.5
Cc1ccc(S(=O)(=O)NC(=O)NC(=O)N(C)S(=O)(=O)c2ccc(C)cc2)cc1 | 11 | · | 0 | -1.3 | -5 | 5 | -1 | 174 | 5 | -1 | 0.7
O=C(CSC1=NCCS1)Nc1ccnc2ccccc12 | -11 | -8 | 14 | -2.3 | 1 | -7 | -3 | -1 | -7 | -8 | 2.5
O=C(Nc1cc(C(F)(F)F)ccc1Cl)C(Sc1nnc(-c2cccs2)o1)c1ccccc1 (stereo not given) | -12 | 10 | -27 | -0.4 | 3 | 4 | 1 | 154 | -2 | -3 | 1.1
CCC(=O)NCCCCCCNC(=O)CC | -9 | · | 22 | 0.4 | 3 | 1 | 3 | -12 | -9 | -6 | -0.3
CCOC(=O)C(C)Sc1nnc(CNC(=O)c2ccc(OC)cc2)n1C1CCCCC1 (stereo not given) | -14 | 4 | -9 | -1.8 | 2 | -22 | · | -4 | -7 | -8 | -1.8
Cc1ccc(Nc2nc3c([nH]2)c(=O)[nH]c(=O)n3C)cc1 | -15 | -8 | 17 | -1.8 | 3 | 1 | -5 | 28 | -14 | 0 | 2.1
COc1ccc(C(=O)NC2CCN(CC(=O)N3CCCCC3)CC2)cc1 | -17 | 0 | -8 | -0.8 | -3 | -3 | 2 | -5 | -8 | -1 | -1.8
CCOC(=O)c1cccc(NS(=O)(=O)Cc2ccccc2)c1 | -12 | 3 | -41 | 0.0 | 8 | -5 | -1 | 9 | -5 | -7 | -1.7
CC(=O)N1c2ccc(S(=O)(=O)NCCC(=O)N3CCC(C)CC3)cc2CC1C (stereo not given) | 7 | 8 | 14 | -1.0 | 1 | -3 | -2 | -1 | 6 | 3 | -1.6
O=C(C[C@H]1C/C=C\C[C@@H](Cc2ccc(F)cc2)C(=O)OC[C@H]2CCCN2C1=O)NCCO | -10 | -5 | 22 | -0.6 | 2 | -6 | · | 6 | -12 | -4 | 2.8
COc1cccc(NC(=O)CSc2nc(C)cs2)c1 | -14 | 7 | -21 | -0.5 | -3 | -8 | -1 | -10 | -10 | 1 | 1.3
CCOc1ccccc1NC(=S)Nc1ncccc1C | -6 | 3 | -24 | · | 2 | 2 | 5 | -6 | -14 | -7 | -2.4
COc1ccc(C(=O)CSC2=NS(=O)(=O)c3cc(Cl)ccc3N2)cc1 | -18 | -16 | · | -3.2 | -2 | 4 | 0 | -3 | -14 | 0 | 0.8
Cc1cc(C)c(C)c(S(=O)(=O)NC2CCCCC2)c1C | -10 | 4 | 11 | 0.7 | 4 | -7 | -3 | 161 | -4 | -4 | -0.9
CCCCn1c(N)c(N(CC(C)C)C(=O)COc2cc(C)ccc2Cl)c(=O)[nH]c1=O | 2 | 10 | -2 | 0.0 | 2 | 0 | -2 | · | -4 | 1 | -0.5
Cc1c(OCC(=O)NCCCN2CCOCC2)ccc2c3c(c(=O)oc12)CCCC3 | -5 | 3 | -4 | -0.7 | 0 | -22 | -2 | 5 | -3 | -3 | 1.2
CCCOc1ccc(/C=C/C(=O)NC2CCCCC2)cc1 | -10 | 1 | -5 | -0.1 | 2 | -11 | 14 | 63 | -6 | -4 | -0.7
S=C(NN=Cc1ccc2c(c1)OCO2)NN=Cc1ccc2c(c1)OCO2 | 2 | -2 | -19 | 1.1 | -1 | -3 | -5 | · | -2 | -9 | -0.3
CCC(c1nnc(SCC(=O)Nc2nnc(-c3ccccc3)o2)n1Cc1ccccc1)N(C)C (stereo not given) | -2 | -2 | 7 | 0.0 | 3 | -7 | -5 | 7 | -7 | -5 | 0.6
Cc1ccc(NC(=O)c2ccc(Cl)c(N3C(=O)C=CC3=O)c2)cc1 | -12 | -2 | 124* | -2.1 | 0 | -10 | 2 | 24 | 4 | -7 | 0.2
CC1=C(C(=O)OCc2ccc3c(c2)OCO3)C(c2ccc(F)cc2)NC(=O)N1 (stereo not given) | -3 | -3 | -3 | 4.2 | 4 | -8 | 8 | 89 | 1 | -8 | -0.9

The results go on:
SMILES | PvdQ inh | Rtt109 HAT inh | PfHsp90 yeast 2 | CDK5 inh | RTF Ca sens act | dFosB activator | NSD2 HMT inh | SUMO Mot1 rescue | Cardiac RTF inh | Keap1 Nrf2 FP | LANA DNA inh
Cc1ccc(-c2nnc(Nc3ccc4c(c3)OCO4)c3ccccc23)cc1S(N)(=O)=O | -11 | 4 | 8 | 1.1 | -3 | -7 | 3 | · | -7 | -9 | -0.4
CCN(CC)c1ccc(/C=N/NC(=O)Cc2ccc(OC)c(OC)c2)cc1 | -4 | 3 | 21 | 0.2 | 0 | -8 | 1 | 9 | -7 | 8 | -1.2
O=C(O)c1ccc(Nc2cc(Cl)c3nonc3c2[N+](=O)[O-])cc1 | 7 | 28 | -9 | 1.6 | 1 | -9 | 1 | 131 | -4 | 9 | 0.3
C/C=C\C=C/C(=O)Nc1cccc(C2=NOC3(C2)C[C@H](C(N)=O)N(C(=O)Cc2ccc([N+](=O)[O-])cc2)C3)c1 (stereo not given in full) | 0 | -1 | -9 | -0.4 | -1 | -13 | · | -14 | -9 | -5 | -0.4
CC(=O)c1cccc(NC(=O)c2c(F)c(F)c(F)c(F)c2F)c1 | 8 | 0 | -15 | 1.8 | -13 | 8 | -1 | -9 | -9 | -2 | -1.2
CCS(=O)(=O)N1CCN(c2ccccc2F)CC1 | -8 | -25 | 25 | 1.3 | 4 | -6 | · | 47 | -19 | 1 | -1.6
